Source: PubChem (several laboratories)
MOR-DOR ag: agonists of human mu-delta opioid receptor heterodimerization; P35372+P41143; cells, OPRM1-OPRD1 heterodimerization, luminescence; activation, % at 9.3 µM; actives 0.3% (n = 340,000); AID 504326; in the data active = activation above about 18%;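 also: 0% = vehicle-treated cells and 100% = reference agonist; values of inactives mirror those of a sister screen read the other way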
Target sequence (P35372 whole entry, looked up): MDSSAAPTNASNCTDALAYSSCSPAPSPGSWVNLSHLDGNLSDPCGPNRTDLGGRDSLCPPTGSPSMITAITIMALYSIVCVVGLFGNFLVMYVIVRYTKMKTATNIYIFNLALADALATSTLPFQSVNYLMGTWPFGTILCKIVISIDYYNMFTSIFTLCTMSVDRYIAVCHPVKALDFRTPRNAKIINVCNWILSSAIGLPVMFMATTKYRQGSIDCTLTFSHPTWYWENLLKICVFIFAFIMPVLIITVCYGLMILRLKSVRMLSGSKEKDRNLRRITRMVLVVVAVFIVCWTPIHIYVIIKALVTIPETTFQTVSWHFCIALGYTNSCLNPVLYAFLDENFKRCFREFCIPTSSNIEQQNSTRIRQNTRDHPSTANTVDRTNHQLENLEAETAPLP
Target sequence (P41143 whole entry, looked up): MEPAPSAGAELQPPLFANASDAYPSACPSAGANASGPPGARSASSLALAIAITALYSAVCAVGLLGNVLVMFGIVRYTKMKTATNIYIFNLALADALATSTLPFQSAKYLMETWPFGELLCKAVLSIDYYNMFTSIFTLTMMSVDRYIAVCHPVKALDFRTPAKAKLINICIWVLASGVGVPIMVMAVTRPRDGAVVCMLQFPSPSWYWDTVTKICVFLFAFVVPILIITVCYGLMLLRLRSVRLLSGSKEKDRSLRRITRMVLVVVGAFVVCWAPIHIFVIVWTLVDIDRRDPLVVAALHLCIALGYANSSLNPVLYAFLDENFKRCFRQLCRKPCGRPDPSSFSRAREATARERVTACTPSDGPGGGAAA
HTR5A ag ctr: counter-screen for OPRM1-OPRD1 agonists: human HTR5A agonism | P47898 | HTR5A agonist assay, luminescence, cell-based | activation, % at 9.3 µM | actives 0.61% (n = 340,000); in the data active = activation mostly above about 9.5%, no sharp cut-off; inactive = mostly below about 7.6%;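 also: 0% = cells with vehicle only and 100% = reference agonist; strong numbers were not always called active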
CAL-PDZ inh HTS: blocks peptide binding to the human CAL PDZ domain; purified CAL PDZ, TMR-peptide fluorescence polarization, 1 h; inhibition, % at 24.9 µM; actives 0.92% (n = 300,000);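 active = mean inhibition of at least 30% with at least half of replicates also reaching 30%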;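 also: 0% = DMSO neutral control and 100% = excess unlabeled competitor peptide PRC23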
MOR-DOR inv ag: inverse agonist of human OPRM1-OPRD1 heterodimerization. inhibition, % at 9.3 µM. AID 504357. actives 0.21% (n = 340,000). cell-based MOR-DOR heterodimer luminescence, inverse agonism. P35372+P41143; in the data active = inhibition above about 22%, passing the limit was not always enough;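 also: 0% = cells with DMSO and 100% = wells without cells with DMSO; values of inactives mirror those of a sister screen read the other way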
Keap1 Nrf2 FP: disrupts human Keap1 binding to Nrf2 peptide. actives 0.15% (n = 340,000). Q14145. AID 504523. inhibition, % at 9.4 µM. Keap1 Kelch-Nrf2 peptide fluorescence polarization, 1536-well; in the data active = inhibition above about 12%;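 also: human Keap1 Kelch domain with fluorescein labeled Nrf2 9mer peptide probe; 0% = neutral control wells and 100% = peptide positive control; higher means more block of Keap1 binding to Nrf2 peptide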
LANA DNA inh: KSHV C-LANA DNA binding inhibition; MBP-C-LANA/FAM-LBS DNA binding, fluorescence polarization; inhibition, % at 9 µM; actives 0.078% (n = 340,000); AID 504423;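 active = highest replicate inhibition at or above 60% at 9 µM, even if other replicates fall short; inactive = all replicates below 60% inhibition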;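 also: 0% = neutral control wells and 100% = 4 µM acridine orange control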
Cardiac RTF inh: cardiac RTF calcium desensitization. P19429+P45379. IANBD-labeled cardiac RTF, Ca2+ fluorescence. inhibition, % at 7.15 µM. actives 0.12% (n = 340,000). AID 493244;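 active = inhibition above the mean inhibition of all tested compounds plus 3 SD, cut at about 17% in these data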;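 also: assay run at fixed EC70 calcium of 1.6 mM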
RTF Ca sens act: cardiac RTF calcium sensitization | P19429+P45379 | IANBD-labeled TnC RTF fluorescence at EC20 calcium; 0% EC20 calcium, 100% full calcium | activation, % at 7.2 µM | actives 0.24% (n = 340,000) | AID 493008;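 active = activation above the mean over all tested compounds plus 3 SD, cut at about 30% in these data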;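 also: rise in fluorescence read as greater calcium sensitivity of cardiac thin filaments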
HTR5A inv ag: HTR5A inverse agonism, opioid heterodimer counter-screen | HTR5A cell line, luminescence | AID 504634 | P47898 | actives 0.083% (n = 340,000) | inhibition, % at 9.3 µM; in the data active = inhibition mostly above about 23%, no sharp cut-off; inactive = mostly below about 18%;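 also: 0% = cells with DMSO and 100% = no-cell wells with DMSO; some compounds called inactive have numbers as strong as hits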
V-ATPase pHluor: yeast V-ATPase proton transport regulation by pHLuorin; AID 504577; response, % at 10 µM; actives 0.37% (n = 350,000); S. cerevisiae, pHLuorin cytosolic pH fluorescence; in the data active = response mostly above about 7.3%, no sharp cut-off; inactive = mostly below about 5.4%; also: actives read high; inactives centre near 0; some compounds called inactive have numbers as strong as hits; reference of the scale not given here
* hit, by the source's call; x = no result given. Compounds were not picked by outcome; about 2.8% have a hit in one of these screens.

SMILES	MOR-DOR ag	HTR5A ag ctr	CAL-PDZ inh HTS	MOR-DOR inv ag	Keap1 Nrf2 FP	LANA DNA inh	Cardiac RTF inh	RTF Ca sens act	HTR5A inv ag	V-ATPase pHluor
CCOc1ccc(-c2cc(C(=O)N3CCN(C)CC3)c3ccccc3n2)cc1	-2.8	0	-3	16	-10	1.9	-4	5	-14	0
Cc1ccc(N2C(=O)NC(NS(=O)(=O)c3ccc(C)cc3)(C(F)(F)F)C2=O)cc1 (configuration not stated)	-1.5	0	-3	9	1	-1.1	-11	-2	24	-2
Cc1ccc(S(=O)(=O)CCC(=O)N2CCN(c3ccccc3O)CC2)cc1	-0.7	-2	1	3	-6	-1.0	2	-2	14	2
CCOC(=O)N1CCN(C(=O)CSCc2ccccc2C)CC1	-1.9	6	x	8	2	-0.5	-12	4	7	-5
COc1cccc(CN=c2c([N+](=O)[O-])nn(-c3ccccc3C)n2O)c1	-0.7	-3	14	4	-5	1.0	15	-8	-34	1
CCOC(=O)c1cc(C(C)=O)c(=O)[nH]c1C	-0.1	2	-1	0	0	1.9	-10	1	4	-2
O=C(NCCN1CCOCC1)C1CC(=O)N(c2ccc(F)c(Cl)c2)C1 (configuration not stated)	-3.8	-2	-4	18	-5	-0.2	1	5	17	-1
CCSc1ccccc1C(=O)Nc1ccc([N+](=O)[O-])cc1OC	-0.7	2	1	4	-6	-1.5	-4	7	-4	1
COCCNC(=O)c1ccc(N2CC3CC(C2)c2cccc(=O)n2C3)c(NC(=O)c2ccc(F)cc2)c1 (configuration not stated)	-2.4	4	-7	12	-1	-0.2	-8	-2	15	2
Cc1cc(C)n(-c2cc(N3CCN(C(=O)c4cccc(Br)c4)CC3)ccc2[N+](=O)[O-])n1	-0.1	4	3	0	-3	-0.6	2	-5	-12	-1
COc1ccc(NC(=O)c2cc(C)nn2-c2ccccc2)cc1	-1.4	-5	-1	6	-4	-0.8	-9	-6	17	0
Cc1ccc(C)c(S(=O)(=O)Nc2ccc(C(=O)NCC(c3ccco3)N(C)C)cc2)c1 (configuration not stated)	-2.9	-1	-2	15	-2	0.2	0	4	2	-1
Cc1ccc(F)cc1CNC(=O)C1CCC(=O)N(C2CC2)C1 (configuration not stated)	0.2	4	-6	-1	4	-0.2	-3	-2	-11	-2
O=C(NN1C(=O)C2C(C1=O)C1C=CC2C12CC2)c1cccnc1 (configuration not stated)	-1.0	0	-2	5	1	-1.2	-6	2	-1	0
Cc1cccc(NC(=S)NCCO)c1C	-1.4	1	-2	7	1	-0.4	6	3	5	4
CN(C(=O)c1ccccc1C(=O)OCC(=O)c1ccc(Br)cc1)c1ccccc1	-0.6	-6	-1	3	-5	-0.5	9	3	15	-3
O=C(NC(=S)Nc1nc2ccc(F)cc2s1)c1ccco1	0.5	-3	-22	-3	-4	0.0	-4	9	8	0
CCOc1ccccc1NC(=O)C1CCN(S(=O)(=O)c2c(C)noc2C)CC1	0.3	1	-5	-2	-3	-1.0	-8	9	-15	1
O=C(CSc1ccccc1F)NNC(=O)c1ccncc1	-2.8	-2	3	12	-2	-1.3	3	5	4	1
CCN1C(=O)[C@H]2[C@@H](c3ccc(SC4CCCCC4)cc3)N3CCCC[C@@]3(C(=O)OC)[C@H]2C1=O	-1.3	0	1	7	-9	-1.2	-1	4	-26	1
C=CCn1c(SCC(=O)N2CCCC2)nc2cc(C(=O)NCC3CCCO3)ccc2c1=O (configuration not stated)	-1.4	4	-2	8	-1	0.5	-8	-1	-2	10
O=C(NCCS(=O)(=O)NCc1ccc(F)cc1)c1ccccc1	-1.1	-4	-4	6	-2	-1.3	2	1	10	-3
CC(C)n1c(N2CCN(CC(=O)NCc3cccs3)CC2)nc2ccccc21	-1.8	2	0	11	1	0.0	1	-4	-12	6
Cc1ccccc1-c1cc(C(=O)NCc2ccc3c(c2)OCO3)n(CC2CC(c3cccnc3)=NO2)n1 (configuration not stated)	1.3	0	-2	-7	-2	0.1	-5	3	-26	-4
O=C1CSC(c2ccc([N+](=O)[O-])cc2)N1CCN1CCCCC1 (configuration not stated)	-2.0	0	44*	11	0	1.3	0	0	0	0
c1cc2c(cc1CN1CCOCC1)OCO2	-1.0	4	-3	6	-2	2.5	0	2	2	4
O=C(NCc1ccccn1)c1ccc(=O)oc1	0.7	1	-1	-4	3	-0.3	-4	0	-12	-10
O=C(COC(=O)C12CC3CC(CC(Br)(C3)C1)C2)N1CCOCC1	-1.0	3	2	5	1	-1.3	-1	9	-7	-1
CCOc1ccccc1CNc1ncnc2ccc(-c3c(C)noc3C)cc12	-0.9	0	-4	5	0	1.2	-2	4	-23	-4
Cc1c(Cl)cnc(NC(=O)COC(=O)c2ccc([N+](=O)[O-])s2)c1Cl	2.8	-4	-1	-14	-5	1.4	-7	-2	10	15
CCC(=O)Nc1cc(C(=O)OC(C(=O)c2ccc(C)c(C)c2)c2ccccc2)ccc1C (configuration not stated)	-1.3	-2	12	6	-4	4.4	-6	1	3	-2
COc1ccccc1CN(C)C(=O)C(c1ccccc1)c1ccccc1	0.5	7	0	-3	-4	-0.7	2	-4	-27	x
C=CCN1C(=NC(=O)CCC(=O)O)SC2CS(=O)(=O)CC21 (configuration not stated)	-3.2	-3	0	16	-2	-1.2	0	1	6	4
O=C(NCCCN1CCOCC1)c1cc(Cl)ccc1[N+](=O)[O-]	-2.1	7	1	11	-5	-1.5	10	5	-7	0
Cc1cc(NS(=O)(=O)c2ccc(NC(=O)c3cccc(OC(F)F)c3)cc2)nc(C)n1	x	x	-4	x	-2	-0.7	x	x	x	1
O=c1c2c3nc4ccccc4nc3n(/N=C/c3ccco3)c2ncn1CCC1=CCCCC1	-0.8	2	-1	5	6	-0.8	-2	4	-20	-1
N#CCN1CCN(CC(=O)Nc2ccc(OCc3ccccc3)cc2)CC1	-0.5	-1	-3	2	-4	-0.3	-16	-1	-25	0
Cc1ccc(C2=NN(C(=O)CN3CCN(C4CCS(=O)(=O)C4)CC3)C(c3ccco3)C2)cc1 (configuration not stated)	0.0	1	x	0	-2	2.0	-2	3	6	0
CCc1ccc(NC(=O)CCNC(=O)Cn2cnc3ccccc3c2=O)cc1	-1.7	4	-1	11	-7	-1.1	-6	-7	4	-2
OCCC1CN(Cc2ccc(Oc3ncccn3)cc2)CCN1C1CCCC1 (configuration not stated)	0.5	2	6	-3	-3	-0.9	12	-4	16	4
CC(C)(C)c1cc(CN(CCO)CCO)cc(C(C)(C)C)c1O	0.1	6	3	-1	-4	-0.2	-2	1	-33	3
CC(C)(NC(=O)N1CCCC1)c1cccc(C(C)(C)NC(=O)N2CCCC2)c1	-0.3	4	0	1	-2	-1.5	5	-3	5	-2
COc1cc(CN2CCSCC2)cc(OC)c1OC	-0.3	-1	2	2	-7	-0.5	-8	5	3	-1
O=C(CN1CCN(c2ccc(F)cc2)CC1)Nc1nnc(-c2ccccc2)s1	1.6	0	0	-9	0	0.3	-9	2	1	1
CCCCOn1c(C)c(C(=O)OCC)c2c3no[n+]([O-])c3ccc21	-0.2	-4	-1	1	4	1.9	-8	-1	10	-3
CC(OC(=O)Cc1ccccc1[N+](=O)[O-])C(=O)Nc1ccc(Cl)cn1 (configuration not stated)	-0.7	3	-5	4	-6	-1.5	-12	8	-8	1
NNC(=O)CSCc1ccc(Cl)cc1Cl	3.5	1	-4	-18	-2	0.6	9	0	18	6
CCOc1ccccc1C1NC(=O)NC(C)=C1C(=O)OCc1ccccc1 (configuration not stated)	1.9	1	-2	-10	0	0.2	-14	0	-5	-1
O=c1sc2ccccc2c(N2CCOCC2)c1[N+](=O)[O-]	-1.2	1	-8	6	-2	-1.1	0	2	-3	-5
COc1ccc(CNC(=O)CCC(=O)N2CCN(C(C)=O)CC2)cc1	0.6	-2	0	-4	-5	-0.9	-3	3	16	-1
O=C(O)CCCn1cc(NC(=O)COc2ccccc2F)cn1	0.5	2	0	-4	-8	1.0	-1	6	-6	-3
COc1ccc(/C=N/NC(=O)c2ccc3nc[nH]c3c2)c(OC)c1	-2.3	-6	-1	12	-3	1.7	-9	-5	8	11
C=CCn1c(SCC(=O)c2ccccc2)nnc1-c1ccc2c(c1)OCO2	-0.1	-1	0	0	-3	-2.7	-4	0	-16	-4
CC1CCN(CC(=O)Nc2ccc(S(=O)(=O)NC3CC3)cc2)CC1	-1.5	-2	-4	8	-2	0.3	-5	2	6	1
COc1ccc(C(=O)NC(=S)Nc2ccc(S(=O)(=O)Nc3cc(OC)nc(OC)n3)cc2)cc1	0.4	-3	x	-3	2	-1.7	-12	-2	7	-8
C=CCN1C(=O)C(C)S/C1=N\S(=O)(=O)c1ccc(Cl)cc1 (configuration not stated)	-1.3	0	0	7	2	-1.8	9	2	-1	-2
N#C/C(=C\c1cn(-c2ccccc2)nc1-c1cc2ccccc2o1)c1nc2ccccc2[nH]1	-0.9	-1	-1	5	3	0.2	-4	2	14	-2
Cc1ccc(S(=O)(=O)O/N=C2/CCCc3occc32)cc1	-1.6	4	-6	9	-2	1.6	-3	1	-12	1
CN(C)c1ccc(/C=N\S(=O)(=O)c2ccccc2)cc1	-2.7	-8	-3	16	-2	0.6	-9	-2	21	0
Cc1onc(-c2c(Cl)cccc2Cl)c1NC(=O)NNc1ccccc1	-0.2	0	-2	1	0	0.3	-8	-1	-5	3

A second format for some results above.
molecule,MOR-DOR ag,HTR5A ag ctr,CAL-PDZ inh HTS,MOR-DOR inv ag,Keap1 Nrf2 FP,LANA DNA inh,Cardiac RTF inh,RTF Ca sens act,HTR5A inv ag,V-ATPase pHluor
COc1cc(CN2CCSCC2)cc(OC)c1OC,-0.3,-1,2,2,-7,-0.5,-8,5,3,-1
O=C(CN1CCN(c2ccc(F)cc2)CC1)Nc1nnc(-c2ccccc2)s1,1.6,0,0,-9,0,0.3,-9,2,1,1

Next section:
SMILES	MOR-DOR ag	HTR5A ag ctr	CAL-PDZ inh HTS	MOR-DOR inv ag	Keap1 Nrf2 FP	LANA DNA inh	Cardiac RTF inh	RTF Ca sens act	HTR5A inv ag	V-ATPase pHluor
CN(C)S(=O)(=O)c1ccc(C(=O)N2CCN=C2SCc2ccccc2)cc1	0.0	13*	-1	0	0	-1.8	-8	-1	-31	-1
CC(C)c1cc(C(F)(F)F)n2nc(C(=O)O)cc2n1	-2.6	3	x	14	-1	-0.8	-8	-3	-43	-1
O=C(c1ccco1)N1CCN(c2ncnc3scc(-c4ccc(F)cc4)c23)CC1	3.2	1	2	-18	-1	-0.9	-6	-6	-4	-4
Cc1ccc(SCCN2CCN(CC(C)C)CCC2=O)cc1	-1.6	5	-2	9	3	3.5	-32	-7	-4	-3
NC(=O)C1CCN(C(=O)CCSc2ccc(Cl)cc2)CC1	0.3	-1	-4	-2	0	0.8	2	5	4	3
CC1(C)CC(=O)C=C(c2cccc3c2oc2ccccc23)C1	2.4	8	2	-14	-4	2.1	3	-8	-22	-2
CN(C)S(=O)(=O)c1cccc(NC(=S)N/N=C/c2ccc(O)c(O)c2O)c1	0.9	9	2	-4	-2	2.8	-7	2	-26	0
COc1cc(/C=N/NC(=O)c2ccncc2)ccc1Oc1ccc([N+](=O)[O-])cn1	0.1	4	1	0	-1	0.0	-2	7	-3	3
